Assay outcomes as filed in PubChem.
Pax4 gene expression – activators of Pax4 gene expression, primary screen, RT-PCR, mouse alpha TC1 cells, single point (AID 1053180); hit rate 0.2% among 9,600; activation, % at 10 µM; mouse alpha TC1 cells, Pax4 mRNA qPCR, 6 days; hits give high values; 100% = Pax4 plasmid added at qPCR;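 active = highest normalized replicate activity of 15 or more, or at least half the replicates reach 15 or more; inactive = neither condition met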;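 note: pax4 Ct normalized to GAPDH with activation seen as lower delta delta Ct; plate controls were plate neutral control wells for no effect and Pax4 plasmid positive control for full effect; each compound tested in two replicate wells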
YAP1 CTGF inhibition – YAP1 pathway inhibitors via CTGF transcript, primary screen, DLD1 colon cancer cells, RT-qPCR, single point (AID 743449) | inhibition, % at 12.5 µM | DLD1 CTGF mRNA qPCR, 24 h; hits give high values | hit rate 0.9% among 9,900;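 active = mean normalized replicate activity at least 50 and at least half of replicates each reaching 50; inconclusive = only one of the two criteria met; inactive = neither criterion met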;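 note: 0% = neutral control wells and 100% = dasatinib control wells; higher means stronger suppression of CTGF expression like dasatinib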
Starred values were filed as active, the others as inactive; ? = inconclusive; . = not tested or not shown. An excerpt (hit frequency here may not be typical).

SMILES | Pax4 gene expression | YAP1 CTGF inhibition
COc1ccc2c3c(n(C)c2c1)[C@@H](CO)N(Cc1cccnc1)CC31CCN(C(=O)NC(C)C)CC1 | 0.0 | 5.8
O=C(NC[C@H]1[C@@H](c2ccccc2)[C@H](CO)N1Cc1cccnc1)c1ccccn1 | 0.0 | 13.7
COCC#Cc1ccc([C@H]2[C@H]3CN(C(=O)CN4CCOCC4)CC(=O)N3[C@H]2CO)cc1 | 0.0 | -9.9
O=C(C[C@H]1C[C@@H]2c3cc(NC(=O)CC4CC4)ccc3O[C@@H]2[C@@H](CO)O1)NCC1CC1 | 0.0 | 2.1
COCC#Cc1ccc([C@@H]2[C@@H](CO)N3CCCCN(C(=O)NC4CCCC4)C[C@@H]23)cc1 | 0.0 | -25.3
C[C@H]1CCCCO[C@H](CN(C)C(=O)CCCN(C)C)[C@@H](C)CN([C@@H](C)CO)C(=O)c2cc(NC(=O)Nc3ccc4c(c3)OCO4)ccc2O1 | 0.0 | 16.0
O=C(Nc1cccc(F)c1)N1C[C@@H]2N[C@H](C1)C2c1ccc(-c2cncnc2)cc1 (some centres undefined) | 0.0 | -14.2
COc1ccc(-c2ccc(C3[C@@H]4CN(C(=O)c5cnccn5)C[C@H]3N4)cc2)cc1 (some centres undefined) | 0.0 | -72.6
Cc1noc(C)c1S(=O)(=O)N(C)C[C@H]1OCCCC[C@H](C)Oc2ccc(NC(=O)CCC(F)(F)F)cc2C(=O)N([C@H](C)CO)C[C@@H]1C | 0.0 | -22.6
N#C[C@@H]1[C@@H](c2ccccc2-c2cccc(F)c2)[C@H](CO)N1C(=O)NC1CCCCC1 | 0.0 | 8.1
C[C@H]1CN([C@@H](C)CO)C(=O)c2ccccc2-c2ccccc2CO[C@@H]1CN(C)Cc1ccccc1C(F)(F)F | 2.6 | 19.9
O=C(C[C@@H]1CC[C@H]2[C@@H](COC[C@@H](O)CN2C(=O)c2ccncc2)O1)Nc1ccc(-c2ccccc2)cc1 | 0.0 | 19.3
CN1c2ccc(Br)cc2[C@@H]2[C@@H](CCN2C(=O)Cc2ccccc2)[C@H]1CO | 0.0 | 20.1
CCCNC(=O)N1[C@@H](CO)[C@@H](c2ccccc2)C12CN(CCC(F)(F)F)C2 | . | 2.6
O=C(NCC[C@@H]1CC[C@@H](NS(=O)(=O)Cc2ccccc2)[C@@H](CO)O1)C1CCCCC1 | 0.0 | -2.7
CCN(C[C@@H]1[C@@H](c2ccccc2)[C@H](CO)N1S(C)(=O)=O)C(=O)C1CCCC1 | 0.0 | -3.0
N#C[C@@H]1[C@@H](c2ccccc2)[C@H](CO)N1S(=O)(=O)c1cccc(F)c1 | 0.0 | 17.9
O=C(C[C@H]1CC[C@H]2[C@@H](COC[C@@H](O)CN2C(=O)c2ccc(F)cc2)O1)N1CCCCC1 | 0.0 | -5.0
COc1ccc(C(=O)N2C[C@H]3[C@@H](c4ccccc42)[C@H](CO)N3Cc2ccccc2Cl)cc1 | 0.0 | 21.4
CCCN1C[C@H](C)[C@H](OC)CN(C)C(=O)c2cc(NC(=O)C3CCC3)ccc2OC[C@H]1C | 0.0 | -13.2
C[C@@H](NC(=O)C[C@H]1CC[C@H]2[C@@H](COc3ccc(NC(=O)C4CCOCC4)cc3C(=O)N2C)O1)c1ccccc1 | 0.0 | -27.0
O=C(C[C@H]1CC[C@@H](NC(=O)Nc2ccc(C(F)(F)F)cc2)[C@H](CO)O1)NCc1cccc(F)c1 | 0.0 | -12.7
C[C@H]1CN([C@@H](C)CO)C(=O)c2ccccc2-c2ccccc2CO[C@H]1CN(C)C(=O)[C@@H](Cc1ccccc1)N(C)C | 0.0 | 3.0
O=C(Cc1cccnc1)N1CC(=O)N2[C@H](C1)[C@@H](c1ccc(C#CC3CCCCC3)cc1)[C@@H]2CO | 0.0 | 12.4
COc1ccc2c3c(n(C)c2c1)[C@@H](CO)N(C)CC31CCN(S(=O)(=O)c2cccc(F)c2)CC1 | 0.0 | 0.6
Going on with the list.
SMILES | Pax4 gene expression | YAP1 CTGF inhibition
CC(=O)N1[C@H](CO)[C@@H](c2ccccc2)[C@@H]1CN(CC(C)C)C(=O)c1ccccn1 | 0.0 | 6.1
CNC[C@H]1OCCCC[C@@H](C)Oc2ccc(N)cc2C(=O)N([C@H](C)CO)C[C@@H]1C | 0.0 | -11.9
CC(C)NC(=O)N(C)C[C@@H]1Oc2ccc(NC(=O)c3ccncc3)cc2C(=O)N([C@H](C)CO)C[C@H]1C | 0.0 | -11.5
CC(=O)N(CC1CCC1)C[C@@H]1N[C@@H](CO)[C@H]1c1ccc(C2=CCCC2)cc1 | 0.0 | -2.7
CCS(=O)(=O)N1Cc2cc(C(=O)N(C)C)nc(-c3cccc(-c4ccc(C#N)cc4)c3)c2[C@@H]1CCO | 0.0 | -32.0
O=C(NCC[C@@H]1CC[C@H](NC(=O)c2ccncc2)[C@H](CO)O1)Nc1ccc(Cl)cc1 | 0.0 | -1.6
N#C[C@H]1[C@H](c2ccc(C#Cc3ccccc3F)cc2)[C@@H](CO)N1C(=O)c1cccnc1 | 0.0 | 3.8
COc1ccc2c3c([nH]c2c1)[C@@H](CO)N(C(=O)C1CC1)CC31CCN(C(=O)c2ccncc2)CC1 | 0.0 | -1.0
CN1C(=O)c2cc(NC(=O)Cc3cccs3)ccc2OC[C@H]2O[C@@H](CC(=O)N[C@H]3CCN(Cc4ccccc4)C3)CC[C@@H]21 | 0.0 | ?
O=C(Cc1ccccn1)N1CC2(C1)[C@@H](c1ccccc1)[C@@H](CO)N2C(=O)c1ccncc1 | . | -10.2
O=C(c1ccccc1F)N1C[C@H]2[C@@H](c3ccccc31)[C@@H](CO)N2Cc1ccc2c(c1)OCO2 | 0.0 | 31.9
CCC(=O)N1Cc2cc(C(=O)NCCOC)nc(-c3cccc(-c4ccc(C#N)cc4)c3)c2[C@H]1CCO | 0.0 | 30.8
O=C(C1CCOCC1)N1CC(=O)N2[C@H](CO)[C@@H](c3ccc(/C=C/c4ccccc4)cc3)[C@@H]2C1 | 0.0 | 33.7
CN1C(=O)c2cc(NC(=O)c3cnccn3)ccc2OC[C@@H]2O[C@@H](CC(=O)N[C@@H]3CCN(Cc4ccccc4)C3)CC[C@H]21 | 0.0 | 7.5
COc1cccc(S(=O)(=O)N2C[C@H](O)COC[C@@H]3O[C@H](CC(=O)N4CCN(c5ccccc5)CC4)CC[C@H]32)c1 | 0.0 | -9.0
CN1CCN(C(=O)C[C@@H]2CC[C@@H]3[C@H](COC[C@@H](O)CN3C(=O)c3ccccc3F)O2)CC1 | 0.0 | -27.4
COc1ccc(-c2ccc3c(c2)[C@H]2[C@H](CCN2C(=O)Nc2ccccc2OC)[C@H](CO)N3C)cc1 | 0.5 | 0.6
Cc1noc(C)c1NC(=O)N(C)C[C@H]1Oc2cc(C#CCN(C)C)ccc2S(=O)(=O)N([C@@H](C)CO)C[C@@H]1C | 0.0 | -15.6
C[C@@H]1CCCCO[C@H](CN(C)C(=O)C2CCCCC2)[C@@H](C)CN([C@@H](C)CO)C(=O)c2cc(NS(=O)(=O)c3ccccc3)ccc2O1 | 0.0 | 8.6
Cc1noc(C)c1S(=O)(=O)Nc1ccc2c(c1)CC(=O)N([C@@H](C)CO)C[C@@H](C)[C@H](CN(C)Cc1ccc(Oc3ccccc3)cc1)O2 | 0.0 | -82.4
C[C@@H]1CN([C@@H](C)CO)C(=O)CCCn2nncc2CO[C@H]1CN(C)C(=O)Nc1ccnc(N2CCOCC2)c1 | 0.0 | -28.1
O=C(NCCN1CCCCC1)[C@@H]1N[C@@H]2c3ccc(-c4cccnc4)c(=O)n3C[C@@H]2[C@H]1CO | 0.0 | -14.6
O=C(C[C@@H]1CC[C@@H]2NC[C@H](O)COC[C@H]2O1)NC1Cc2ccccc2C1 | 0.0 | 1.9
C[C@@H]1CN([C@@H](C)CO)C(=O)c2cc(NC(=O)C3CCCCC3)ccc2O[C@@H](C)CCCCO[C@H]1CN(C)C(=O)CCC(F)(F)F | 0.0 | 15.9
O=C(C[C@H]1C=C[C@H](NC(=O)Nc2ccc3c(c2)OCO3)[C@H](CO)O1)NCCCN1CCOCC1 | 0.0 | -19.5

Compound profiles, from the list above. Order of screens: Pax4 gene expression | YAP1 CTGF inhibition
O=C(C[C@@H]1CC[C@@H]2NC[C@H](O)COC[C@H]2O1)NC1Cc2ccccc2C1 across the screens: 0.0 | 1.9
COc1ccc(C(=O)N2C[C@H]3[C@@H](c4ccccc42)[C@H](CO)N3Cc2ccccc2Cl)cc1 across the screens: 0.0 | 21.4

The results go on.
SMILES | Pax4 gene expression | YAP1 CTGF inhibition
CNC[C@@H]1Oc2ccc(NS(=O)(=O)c3ccc(OC)cc3)cc2C(=O)N([C@@H](C)CO)C[C@H]1C | 0.0 | 3.3
CO[C@H]1CC[C@H]2CCOc3c(C#N)cccc3C(=O)N(C)C[C@H](OC)[C@H](C)C(=O)N(C)C[C@@H]1O2 | 0.0 | -13.6
O=C(Cc1cccnc1)N1CC(=O)N2[C@H](CO)[C@@H](c3ccc(C4=CCCCC4)cc3)[C@H]2C1 | 0.0 | 20.4
Cc1noc(C)c1NC(=O)Nc1ccc2c(c1)C(=O)N([C@@H](C)CO)C[C@H](C)[C@H](CN(C)S(=O)(=O)c1cccs1)OCCCC[C@@H](C)O2 | 0.0 | 27.2
CNC[C@H]1Oc2c(N)cccc2C(=O)N([C@H](C)CO)C[C@@H]1C | 0.0 | -44.1
CC(C)NC(=O)Nc1ccc2c(c1)C(=O)N([C@H](C)CO)C[C@H](C)[C@@H](CN(C)C(=O)C1CCCCC1)OCCCC[C@@H](C)O2 | 0.0 | 1.7
CO[C@@H](CN(C)Cc1ccc2c(c1)OCO2)[C@H](C)CN(C(=O)c1ccccc1)[C@@H](C)CO | 0.0 | -28.8
COc1cccc(S(=O)(=O)N2C[C@@H](O)COC[C@H]3O[C@@H](CC(=O)N4CCN(c5ccccc5)CC4)CC[C@@H]32)c1 | 0.0 | 27.2
CCS(=O)(=O)Nc1ccc2c(c1)C(=O)N(C)[C@@H]1CC[C@H](CC(=O)NCCCN3CCOCC3)O[C@H]1CO2 | 0.0 | 17.6
COc1ccc2c3c([nH]c2c1)[C@H](CO)N(C(=O)Cc1ccccc1)CC31CCN(C)CC1 | 0.0 | -20.5
COc1cccc(NC(=O)Nc2ccc3c(c2)C(=O)N(C)C[C@H](OC)[C@H](C)CN[C@@H](C)CO3)c1 | 0.0 | -13.2
CC(C)N(C[C@H]1[C@@H](c2ccccc2)[C@H](CO)N1S(C)(=O)=O)C(=O)CN(C)C | 0.0 | 41.9
O=C(NC1CCCC1)[C@@H]1[C@@H](CO)[C@@H]2Cn3c(ccc(C4=CCCCC4)c3=O)[C@H]1N2CC1CC1 | 0.0 | 14.0
O=C(CN1CCOCC1)N1[C@@H](CO)[C@@H]2c3ccccc3NC[C@@H]21 | 0.0 | -6.1
CCCC(=O)N1CC2(CCN(S(C)(=O)=O)CC2)c2c([nH]c3cc(OC)ccc23)[C@H]1CO | 0.0 | 9.0
CNC(=O)C[C@@H]1CC[C@H]2[C@@H](COc3ccc(NC(=O)c4ccccc4F)cc3C(=O)N2C)O1 | 0.0 | 7.4
COCC(=O)N1CC2(C1)[C@H](c1ccc(-c3cccc(F)c3)cc1)[C@@H](CO)N2C(=O)C1CC1 | . | 17.9
CO[C@H]1CC[C@H]2CCN(C)C(=O)CC3(CCCCC3)CN(C)C(=O)c3cccc(C#N)c3OC[C@H]1O2 | 0.0 | 3.7
COc1ccc2c3c([nH]c2c1)[C@H](CO)NCC31CN(S(=O)(=O)c2cccs2)C1 | 0.0 | -5.3
COc1cccc(C(=O)N2C[C@H]3[C@@H](c4ccccc42)[C@@H](CO)N3C(=O)c2cccc(F)c2)c1 | 0.0 | -12.0
COc1cccc(NC(=O)C[C@H]2CC[C@@H]3[C@H](COc4ccc(NC(=O)C5CC5)cc4C(=O)N3C)O2)c1 | 0.0 | -38.7
COc1ccc(C#Cc2ccc3c(c2)[C@H]2[C@H](CCN2C(=O)c2cnccn2)[C@H](CO)N3)cc1 | 0.0 | 8.5
COc1ccc(NC(=O)N(C)C[C@H]2OCCCC[C@H](C)Oc3ccc(NC(=O)c4ccncc4)cc3C(=O)N([C@@H](C)CO)C[C@@H]2C)cc1 | 0.0 | 15.9
C[C@@H]1CN([C@H](C)CO)C(=O)c2ccccc2-c2ccccc2CO[C@H]1CN(C)S(=O)(=O)c1cccs1 | 0.0 | -16.9
C[C@@H]1CN([C@@H](C)CO)C(=O)c2cc(NC(=O)Cn3cnnn3)ccc2O[C@@H]1CN(C)Cc1ccc(C(=O)Nc2ccccc2N)cc1 | 0.0 | -64.4
CCc1sc(N2[C@@H](C#N)[C@@H](c3ccccc3-c3cccc(F)c3)[C@@H]2CO)nc1C | 0.1 | 9.7
CO[C@@H](CN(C)S(=O)(=O)c1ccc(C)cc1)[C@@H](C)CN(C(=O)Nc1ccccc1F)[C@H](C)CO | 0.0 | 25.3

Reformatted with tabs: two of the compounds above
molecule	Pax4 gene expression	YAP1 CTGF inhibition
COc1cccc(NC(=O)Nc2ccc3c(c2)C(=O)N(C)C[C@H](OC)[C@H](C)CN[C@@H](C)CO3)c1	0.0	-13.2
CCCC(=O)N1CC2(CCN(S(C)(=O)=O)CC2)c2c([nH]c3cc(OC)ccc23)[C@H]1CO	0.0	9.0

Individual results from above.
Reading of CNC(=O)C[C@@H]1CC[C@H]2[C@@H](COc3ccc(NC(=O)c4ccccc4F)cc3C(=O)N2C)O1 under Pax4 gene expression: 0.0
Reading of O=C(Cc1cccnc1)N1CC(=O)N2[C@H](CO)[C@@H](c3ccc(C4=CCCCC4)cc3)[C@H]2C1 under Pax4 gene expression: 0.0
Reading of C[C@@H]1CN([C@H](C)CO)C(=O)c2ccccc2-c2ccccc2CO[C@H]1CN(C)S(=O)(=O)c1cccs1 under Pax4 gene expression: 0.0
Reading of COc1ccc2c3c([nH]c2c1)[C@H](CO)N(C(=O)Cc1ccccc1)CC31CCN(C)CC1 under Pax4 gene expression: 0.0
